# Bioassay records from PubChem BioAssay.
# GLD-1 RNA inh: GLD-1/TGE RNA complex disruptors, primary screen, biochemical, fluorescence polarization. purified GLD-1 + fluorescein TGE RNA. inhibition, % at 5.96 µM. 0.44% of 320,000 active. AID 2280, 2010;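 active = percent inhibition above a per-plate cutoff, the plate mean of test compounds plus 3 SD, cut at about 30% in these data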;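 also: 0% = DMSO wells with GLD-1 and probe and 100% = wells lacking GLD-1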
# MEX-5 binding: MEX-5 zinc finger RNA-binding disruptors – biochemical, C. elegans, fluorescence polarization, MLPCN library, primary screen. MEX-5/FITC-TCR2 RNA binding; hits give low values. Zinc finger protein mex-5 (Caenorhabditis elegans), Q9XUB2. activity score (negative = inhibition of binding), % at 10 µM. 0.38% of 300,000 active. AID 1832, 2009;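 active = inhibition past about -25% in most replicates, and total fluorescence under double the plate's negative control median, limit read from the data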;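 also: 0% = DMSO and -100% = 5 µM competing unlabeled TCR2 RNA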
# Target sequence (Q9XUB2 whole entry, looked up): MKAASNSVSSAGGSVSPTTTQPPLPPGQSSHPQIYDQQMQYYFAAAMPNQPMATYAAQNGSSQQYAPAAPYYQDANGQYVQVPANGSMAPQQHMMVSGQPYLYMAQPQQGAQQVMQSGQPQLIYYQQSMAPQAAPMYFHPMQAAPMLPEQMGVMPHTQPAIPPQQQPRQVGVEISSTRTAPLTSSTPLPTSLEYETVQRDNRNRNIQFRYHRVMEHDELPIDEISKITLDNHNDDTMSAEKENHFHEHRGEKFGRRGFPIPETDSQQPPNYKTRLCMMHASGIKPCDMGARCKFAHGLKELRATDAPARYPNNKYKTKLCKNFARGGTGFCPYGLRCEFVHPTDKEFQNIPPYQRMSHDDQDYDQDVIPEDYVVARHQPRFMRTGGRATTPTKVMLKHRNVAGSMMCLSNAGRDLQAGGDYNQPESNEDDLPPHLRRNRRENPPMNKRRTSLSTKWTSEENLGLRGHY
# Fam108B inh: mouse Fam108B serine hydrolase inhibitors, primary screen, counter-screen for RBBP9 inhibitor project, biochemical, fluorescence polarization; recombinant Fam108B, FP-Rh probe fluorescence polarization; inhibition, % at 9.51 µM; 0.33% of 300,000 active; AID 1947, 2009;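 active = inhibition above the screen mean inhibition plus 3 SD, computed separately per campaign, cut at about 18% in these data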;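 also: inhibitors lower polarization as less probe binds the enzyme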
# Bcl-xL primary: inhibitors of human Bcl-xL, primary screen, biochemical, fluorescence polarization, HTS; Bcl-2-like protein 1 (Homo sapiens), Q07817; GST-Bcl-xL / FITC-Bim BH3 peptide fluorescence polarization; inhibition, % at 10.9 µM; 0.7% of 320,000 active; AID 2129, 2009;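 active = inhibition above the mean of all tested compounds plus 3 SD, cutoff set per campaign, cut at about 30% in these data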;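 also: 0% = DMSO wells and 100% = unlabeled Bim-BH3 peptide competitor; inhibitors lower millipolarization by displacing the labeled peptide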
# Target sequence (Q07817 whole entry, looked up): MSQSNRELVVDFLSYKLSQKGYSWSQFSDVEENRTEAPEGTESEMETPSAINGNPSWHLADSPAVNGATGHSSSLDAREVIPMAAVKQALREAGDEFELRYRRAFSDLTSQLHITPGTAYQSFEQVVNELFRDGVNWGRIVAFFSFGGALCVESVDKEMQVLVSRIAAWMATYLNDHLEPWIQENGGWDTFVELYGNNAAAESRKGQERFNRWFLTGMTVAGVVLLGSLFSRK
# PAFAH1B2 FP inh: PAFAH1B2 enzyme inhibitors, primary screen, biochemical, fluorescence polarization, human; Platelet-activating factor acetylhydrolase IB subunit alpha2 (Homo sapiens), P68402; recombinant PAFAH1B2, FP-rhodamine activity probe; inhibition, % at 3.39 µM; 1.2% of 340,000 active; AID 492953, 2010;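 active = inhibition above the mean of all tested compounds plus 3 SD, cut at about 24% in these data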;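 also: 0% = enzyme with DMSO and 100% = wells lacking PAFAH1B2; many of its hits are not listed in these tables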
# AHR activator: AHR activators, primary screen, cell-based, luminescence, luciferase reporter, human. Aryl hydrocarbon receptor (Homo sapiens), P35869. AHR-responsive luciferase reporter cells. activation, % at 5 µM. 2.5% of 320,000 active; in the data active = activation above about 47%;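 also: 0% = vehicle wells and 100% = reference agonist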
# PME-1 inh: PME-1 inhibitors via competitive probe labeling, primary screen, biochemical, fluorescence polarization, FP-Rh probe, HTS; Protein phosphatase methylesterase 1 (Homo sapiens), Q9Y570; recombinant PME-1; AID 2130, 2009; 0.53% of 320,000 active; inhibition, % at 5.9 µM;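 active = inhibition above the campaign mean of all compounds plus 3 SD, cut at about 26% in these data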;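 also: competitive labeling of PME-1 active site by serine hydrolase directed probe; 0% = PME-1 with DMSO and 100% = wells lacking PME-1 enzyme; inhibitors block probe labeling so polarization falls and inhibition rises; many of its hits are not listed in these tables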
# pPAFAH inh: pPAFAH enzyme inhibitors, primary screen, biochemical, fluorescence polarization, human; Platelet-activating factor acetylhydrolase (Homo sapiens), Q13093; recombinant pPAFAH, FP-rhodamine probe fluorescence polarization; inhibition, % at 3.39 µM; 1.5% of 330,000 active; AID 463082, 2010;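 active = inhibition above the mean inhibition across the screen plus 3 SD, cut at about 25% in these data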;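 also: inhibitors block binding of the rhodamine activity-based probe so polarization drops; 0% = enzyme with DMSO and 100% = wells lacking pPAFAH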
# MCL1-BIM inh: inhibitors of MCL1 binding to BIM-BH3, primary screen, biochemical, fluorescence polarization | inhibition, % at 10.9 µM | GST-MCL1 / FITC-Bim-BH3 fluorescence polarization | 0.68% of 320,000 active | AID 2057, 2009;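 active = inhibition above the mean inhibition of all tested compounds plus 3 SD, set per campaign, cut at about 40% in these data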;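 also: 0% = DMSO wells and 100% = unlabeled Bim-BH3 peptide control; higher means more loss of mP so more displacement of Bim peptide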
# Target sequence (Q07820 whole entry, looked up): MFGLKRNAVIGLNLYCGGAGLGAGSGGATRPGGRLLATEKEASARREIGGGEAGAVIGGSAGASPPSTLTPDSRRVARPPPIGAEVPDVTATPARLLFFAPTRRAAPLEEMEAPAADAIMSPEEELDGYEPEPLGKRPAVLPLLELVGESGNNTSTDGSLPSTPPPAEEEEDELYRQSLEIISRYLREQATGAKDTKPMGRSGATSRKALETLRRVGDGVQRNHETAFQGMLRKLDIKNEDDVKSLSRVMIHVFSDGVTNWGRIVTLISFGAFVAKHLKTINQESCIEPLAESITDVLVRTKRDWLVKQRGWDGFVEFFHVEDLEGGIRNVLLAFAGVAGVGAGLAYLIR
# An asterisk follows results filed as active; . = no result given. A portion of the library; count on the stated rates, not on these rows.
SMILES,GLD-1 RNA inh,MEX-5 binding,Fam108B inh,Bcl-xL primary,PAFAH1B2 FP inh,AHR activator,PME-1 inh,pPAFAH inh,MCL1-BIM inh
COC(=O)CCC(=O)Oc1ccc(OC(=O)CCC(=O)OC)cc1,3,-1.5,7,7,.,5,-3,-5,4
O=C(N=C1N=C2C=CC=CN2Cc2ccccc21)c1ccc(S(=O)(=O)N2CCOCC2)cc1,7,-1.5,-1,3,-3,0,-7,1,0
Cc1ccccc1NC(=O)C1CCCN1S(=O)(=O)c1ccccc1C(F)(F)F (configuration not stated),1,.,.,0,2,0,3,-5,-2
COc1ccc(CCn2c(N3CCOCC3)nc3c2c(=O)[nH]c(=O)n3C)cc1,4,-0.6,-3,2,2,0,3,1,1
Cc1cc(C)c2nc(NNC(=O)c3ccc(S(=O)(=O)N4CCCC(C)C4)cc3)sc2c1 (configuration not stated),2,0.2,7,-6,3,23,3,29*,-3
CCOc1ccccc1NC(=O)CN(C)S(=O)(=O)c1cnc[nH]1,-4,2.3,-1,5,2,-2,-7,0,3
CC(C)Oc1ccc(CNC(=S)Nc2ccccc2)cc1Cl,6,-0.9,0,0,4,1,-5,-2,11
Cc1ccccc1NS(=O)(=O)c1ccc(C)c(C(N)=O)c1,2,-0.1,1,1,5,0,2,8,5
CCCCSCc1cc(C(=O)O)oc1C(C)(C)C,6,1.6,-2,6,11,1,-6,2,4
Cc1ccc2cccc(OC(=O)/C=C\c3ccccc3)c2n1,10,3.2,0,-2,-3,1,3,-3,1
CCc1cccc(CC)c1NC(=O)c1cc(CN2C(=O)c3ccccc3C2=O)ccc1OC,4,1.6,0,3,-6,0,-7,-1,2
CCNC(=O)c1cccc(NC(=O)CC2SC(N3CCCCC3)=NC2=O)c1 (configuration not stated),0,-2.2,-1,1,3,2,-4,2,3
CCN(Cc1ccncc1)C(=S)Nc1ccccc1,1,-3.9,1,-4,2,-1,-4,0,-8
Cc1c(C(=O)OC(C)C)[nH]c2c1C(=O)CCC2,2,1.6,1,0,5,-1,3,3,7
Cc1ccc(/C=C/C(=O)OCC(=O)NC(C)c2ccccc2)o1 (configuration not stated),3,.,.,2,4,2,5,5,3
Cc1nc2sc(C(=O)c3ccccc3)c(N)c2c(C)c1C,6,-2.3,0,4,4,22,-4,1,6
CCOC(=O)CON1C(=O)C(=O)N(OCC(=O)OCC)C2CCCCC21 (configuration not stated),0,0.4,0,4,5,3,-1,2,6
COc1ccccc1OCCC(=O)OCC(=O)c1[nH]c(C)c(C(C)=O)c1C,-4,-4.6,0,2,-2,3,-9,4,-6
CCOc1cc(/C=C/C(=O)Nc2ccc(C(=O)NCCN(CC)CC)cc2)ccc1OCC(C)C,-4,1.8,-13,-11,0,6,-15,-5,-15
Cc1cc(C)c(S(=O)(=O)Nc2ccc(O)c(Sc3ncn[nH]3)c2)cc1C,0,-9.4,4,2,7,1,-1,12,14
CC(=O)Nc1ccc(S(=O)(=O)Nc2ccc(Cl)cn2)cc1,-2,-1.2,2,4,7,0,1,1,1
CNS(=O)(=O)c1cccc(C(=O)OCC(=O)Nc2ccc(Cl)cn2)c1,-1,-0.6,1,-3,0,5,1,6,-6
O=C(NCCSCc1ccccc1)c1ccccc1,-1,0.3,-1,6,2,-2,0,1,3
Cc1ccc2cccc(OCc3nnc(SCC(=O)O)n3C)c2n1,-2,-0.5,1,2,-1,0,8,-8,1

# Gathered by group, the entries above with a COOH group (2)
SMILES,GLD-1 RNA inh,MEX-5 binding,Fam108B inh,Bcl-xL primary,PAFAH1B2 FP inh,AHR activator,PME-1 inh,pPAFAH inh,MCL1-BIM inh
CCCCSCc1cc(C(=O)O)oc1C(C)(C)C,6,1.6,-2,6,11,1,-6,2,4
Cc1ccc2cccc(OCc3nnc(SCC(=O)O)n3C)c2n1,-2,-0.5,1,2,-1,0,8,-8,1

# The results go on:
SMILES,GLD-1 RNA inh,MEX-5 binding,Fam108B inh,Bcl-xL primary,PAFAH1B2 FP inh,AHR activator,PME-1 inh,pPAFAH inh,MCL1-BIM inh
O=C(NCc1cccnc1)[C@@H]1CC=C[C@@H]2CCN(Cc3ccc(Cl)c(Cl)c3)C(=O)[C@@H]21,2,0.9,3,5,-4,3,0,5,0
COc1ccc(N(C(=O)c2ccco2)C(C(=O)NC2CCCCC2)c2ccccc2)cc1 (configuration not stated),-2,-1.5,0,6,-2,-1,-4,-3,11
NNC(=O)/C(=C\c1ccc(Br)cc1)NC(=O)c1cccs1,2,-5.4,-4,3,-1,18,-16,-6,4
O=C(/C=C/Nc1ccccc1O)c1ccco1,-4,1.4,-2,-7,1,4,0,-1,-6
CCc1noc(C)c1C(=O)NNC(=O)c1ccc(Br)cc1,3,-0.1,2,3,4,0,5,15,5
O=C(COc1ccccc1)N1CCN(C(=O)c2cccc(F)c2)CC1,-6,0.0,-7,7,8,1,-3,1,6
Cc1ccc(-c2cc(C(=O)N3CCc4ccccc4C3)no2)cc1,2,-3.4,-4,1,2,2,2,5,1
CCCC(NS(=O)(=O)c1ccc(-c2ccc(=O)[nH]n2)s1)c1cccs1 (configuration not stated),-1,-2.2,-5,7,10,2,9,4,4
CCCC(=O)Nc1nc2ccc(NC(=O)c3cccnc3)cc2s1,5,-0.3,1,6,-6,13,-3,0,-4
CCCN(CCC)C1CC(=O)N(Cc2ccccc2)C1=O (configuration not stated),4,-0.4,0,1,3,-1,0,1,-1
COC(=O)c1cc(NC(=O)C2C3C=CC(C3)C2C(=O)O)cc(C(=O)OC)c1 (configuration not stated),6,1.2,3,-1,-1,-2,3,6,0
Cc1ccc(C(=O)NCC(=O)NCC(=O)OCC(=O)c2cccs2)cc1,3,-0.8,5,6,1,0,-6,2,8
CN(CC(=O)Nc1ccc(Cl)cc1)C(=O)COc1ncnc2ccccc12,3,.,.,2,-1,0,3,-1,-5
Cc1ccc(S(=O)(=O)N2CCOCC2)cc1NC(=O)CN1CCC(Cc2ccccc2)CC1,10,-0.7,1,3,1,-1,9,8,0
Cc1ccccc1C(=O)Nc1cccc(NC(=O)c2ccc(F)cc2)c1,-2,2.2,-2,7,0,14,-2,3,3
O=C(CSc1nc2ccccc2c(=O)[nH]1)Nc1ccccc1N1CCOCC1,-6,-0.7,-1,8,1,2,4,-3,4
CCN1C(=O)[C@@H]2[C@H](C1=O)[C@@H]1C(=O)Nc3ccccc3C(=O)N1[C@@H]2c1cccc(C)c1,9,.,4,2,2,4,-1,9,2
CCN(Cc1ccccc1)S(=O)(=O)CCNC(=O)c1ccc(OC)cc1,2,0.3,-1,0,3,1,1,2,5
Cc1[nH]c2ccccc2c1C(O)CN1CCN(c2cccc(C(F)(F)F)c2)CC1 (configuration not stated),8,3.1,-4,3,1,3,-1,3,4
CCn1nnc(-c2ccccc2NC(=O)c2cc(OC)cc(OC)c2)n1,-8,-2.2,-5,1,4,-3,-1,-2,4
CSCCC(NC(=O)c1ccccc1Cl)C(=O)NNC(=O)c1ccccc1O (configuration not stated),6,-2.8,3,4,3,58*,-7,2,12
CNC(=O)c1cccc(N2CCCC2=O)c1,-12,-0.1,-2,-1,3,2,-2,-4,-10
Cc1onc(-c2ccccc2)c1C(=O)NCc1ccccn1,0,-0.4,4,2,3,4,2,2,7
CCC(=O)N1CCN(c2cc(NCC3CCCO3)c(F)cc2[N+](=O)[O-])CC1 (configuration not stated),5,0.3,0,9,-2,3,4,4,10
O=C(c1cc(-c2ccccc2O)on1)N1CCCC1,1,-0.2,-4,-1,3,-12,-7,6,-1
CC(NC(=O)Cn1nc(C(F)(F)F)c2c1CCC2)c1ccccc1 (configuration not stated),8,-2.2,-3,5,3,2,-3,-2,6
Cn1c(=O)c2c(ncn2CC(=O)OCc2ccccc2)n(C)c1=O,-5,-0.8,0,3,1,3,4,-3,4
Fc1cc(F)c(F)c(SCCc2ccncc2)c1F,-3,-1.1,3,8,-2,4,1,4,8
CC/C(=N/NC(=O)c1ccc2c(c1)OCO2)c1ccccc1O,7,1.7,0,5,7,11,-1,2,8
O=C(/C=C/c1ccco1)Nc1ccc(N2CCCC2)cc1,-5,0.2,1,4,5,22,3,8,8
Cn1c(=O)c2c(ncn2CC(=O)NCc2cccnc2)n(C)c1=O,-3,1.2,1,5,6,1,1,1,4
COc1ccc(CCNS(=O)(=O)c2ccccc2)cc1OC,-2,-0.4,0,3,-6,3,2,2,-1
CC(=O)c1cccc(NC(=O)N2CCCC2C(=O)NCCc2ccccc2)c1 (configuration not stated),4,-1.0,-2,1,5,8,-11,0,0
CCOC(=O)C1=C(C)N(c2ccc(Cl)cc2)C(=O)NC1c1cccc([N+](=O)[O-])c1 (configuration not stated),-1,0.8,4,3,1,9,5,-1,3
N#CC(=C=[N-])c1nc2ccccc2nc1-[n+]1cccc(NC(=O)c2ccc(F)cc2)c1,4,0.6,0,7,.,4,2,4,6
COCCNC(=O)c1cccc(OC2CCN(Cc3ccccc3OC(F)F)CC2)c1,7,-4.1,-5,5,0,1,-6,0,20
CCN1CCN(Cc2ccc(NC(=O)Nc3ccccc3)cc2)CC1,0,1.5,-1,1,-4,1,2,2,0
CCCCCCOC(=O)NCC(O)c1ccccc1 (configuration not stated),-2,0.5,-2,3,1,6,7,-1,4
CCOc1ccc(S(=O)(=O)Nc2ccc(Cl)cn2)c(C)c1C,4,1.0,0,1,-1,1,-2,1,-6
CC(C)C(OC(=O)c1ccco1)C(=O)NCc1ccco1 (configuration not stated),3,-1.5,1,6,-2,0,4,-1,13
Cc1cc(C)cc(NC(=S)NC(=O)C2CC2)c1,5,-0.7,1,3,3,58*,9,0,3
O=C(NCCCN1CCCC1=O)c1cn(-c2ccccc2)nc1-c1ccccc1,5,-3.8,-3,6,0,-1,-1,-2,1
CC(=O)c1cccc(OCc2cc(C(=O)NC(C)Cc3cccnc3)no2)c1 (configuration not stated),11,-0.5,-1,4,4,2,-1,2,4
CCOC(=O)C(C(=O)NCC1CCCO1)C1CCCCC1 (configuration not stated),-5,-0.1,10,0,1,1,-3,7,-6
COC(=O)c1cc2sccc2n1CC(=O)N(C)c1ccccc1,-4,-1.0,-4,4,3,-3,-6,7,-2
O=C(NCc1ccc(F)cc1)C1CCCN(S(=O)(=O)c2cccc3nonc23)C1 (configuration not stated),6,2.8,1,10,4,1,3,3,3
COc1ccccc1NC(=O)c1ccc(COc2ccccc2OC)o1,4,-1.5,-1,-3,-4,28,-8,4,-9
Cc1cccc(CC2S/C(=N/c3cccc(C)n3)NC2=O)c1 (configuration not stated),2,-1.1,3,5,3,17,2,4,0
CC(c1cccnc1)N(CCN(C)C)C(=O)Nc1ccc(Cl)c(Cl)c1 (configuration not stated),-2,-2.6,2,-1,-1,0,0,-3,-3
O=[N+]([O-])c1cccc(S(=O)(=O)NCC2CCCO2)c1 (configuration not stated),-7,-3.5,-3,5,0,2,-3,1,4
